Screening results as filed in PubChem BioAssay.
B2AR arrestin – agonists driving beta-arrestin recruitment to human beta2-adrenergic receptor; P07550; beta-arrestin recruitment to beta2AR, cell-based reporter; Potency, µM (top dose mostly 46.1 µM), for inactives: top-dose activation, hits mostly activators; 330,000 tested, 0.02% active; AID 492947;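 note: potency is the fitted concentration of half-maximal effect; 0% = DMSO controls and full agonism = EC100 isoproterenol or metaproterenol; nearly all actives have a fitted effect of over 65% in size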
Target sequence (P07550 whole entry, looked up): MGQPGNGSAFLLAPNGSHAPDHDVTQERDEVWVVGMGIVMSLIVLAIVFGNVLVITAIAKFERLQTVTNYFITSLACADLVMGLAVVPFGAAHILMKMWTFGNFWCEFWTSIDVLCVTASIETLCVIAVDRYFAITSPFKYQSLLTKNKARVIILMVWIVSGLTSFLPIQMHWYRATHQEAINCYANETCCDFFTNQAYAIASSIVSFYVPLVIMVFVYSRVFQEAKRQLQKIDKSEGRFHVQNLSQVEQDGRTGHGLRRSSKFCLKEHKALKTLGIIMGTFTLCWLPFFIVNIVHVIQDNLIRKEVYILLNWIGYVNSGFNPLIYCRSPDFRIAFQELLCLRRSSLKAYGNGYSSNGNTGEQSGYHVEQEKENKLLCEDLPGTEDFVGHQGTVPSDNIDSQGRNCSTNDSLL
Eya2 inh – inhibitors of human Eya2 phosphatase activity | AID 488837 | O00167 | Potency, µM (titrated, usually from 76.9 µM), inactives show at the top dose activity, negative = inhibition, actives largely listed as inhibitors | 330,000 tested, 0.006% active | recombinant Eya2, OMFP fluorescence dephosphorylation (OMFP is methylfluorescein phosphate); note: potency is the fitted concentration of half-maximal effect; % is set by controls: 0 for no effect and ±100 for the full control effect
Target sequence (O00167 whole entry, looked up): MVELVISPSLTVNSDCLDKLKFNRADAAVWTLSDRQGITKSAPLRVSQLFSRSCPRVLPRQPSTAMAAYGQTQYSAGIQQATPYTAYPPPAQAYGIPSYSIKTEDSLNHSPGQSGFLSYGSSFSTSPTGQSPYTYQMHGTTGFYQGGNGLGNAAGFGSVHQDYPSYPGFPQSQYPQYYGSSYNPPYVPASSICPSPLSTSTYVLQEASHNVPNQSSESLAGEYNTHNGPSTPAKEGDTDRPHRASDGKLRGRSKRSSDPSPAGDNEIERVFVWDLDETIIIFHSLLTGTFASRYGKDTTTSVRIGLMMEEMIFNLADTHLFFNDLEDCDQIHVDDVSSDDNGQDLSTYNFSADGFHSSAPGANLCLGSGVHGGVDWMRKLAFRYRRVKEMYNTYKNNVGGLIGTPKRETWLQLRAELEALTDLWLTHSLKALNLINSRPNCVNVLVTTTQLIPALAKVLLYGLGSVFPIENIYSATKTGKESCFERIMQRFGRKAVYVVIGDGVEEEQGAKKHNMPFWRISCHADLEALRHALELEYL
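Eya2 protein (added as 0.2 uM solution) was preincubated with compound for 10 min at ambient temperature in 50 mM HEPES pH 7.5, 50 mM NaCl, 5 uM MgCl2, 0.05% BSA, 1 mM DTT. OMFP (added at 50 uM) then reacted 10 min; fluorescence read at 485/525 nm.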
BRCA1 expr up – increases BRCA1 expression | MCF7-BRCA1-FFLuc reporter, luminescence, 48 h; response scale: scaled: vehicle 0%, 10 µM genistein 100% | Potency, µM (titrated, usually from 46.1 µM), for inactives: top-dose activation, most hits filed as activators | 380,000 tested, 1.1% active; note: potency is the fitted concentration of half-maximal effect; nearly all actives have a fitted effect of over 80% in size; some results filed as inactive show a strong effect at the top dose
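Quantitative HTS in MCF7 cells stably reporting BRCA1 expression via firefly luciferase. Compound treatment lasts 48 h at 37 °C in phenol-red free MEM. Activation is expressed relative to genistein at 10 microM and DMSO.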
uPA generation – blocks generation of uPA at the cell surface; Potency, µM (titrated, usually from 38.3 µM), without a hit: top-dose activity change, negative = inhibition, usual class: inhibitors; 330,000 tested, 0.31% active; cell surface uPA generation assay, qHTS; active = well fitted inhibition curve with a large enough effect; inconclusive = small, poorly fitted or top-dose-only effect; inactive = no such curve, though single readings can be large or run the other way; tested in mouse RAW 264.7 cells; note: potency is the fitted concentration of half-maximal effect; % is set by controls: 0 for no effect and ±100 for the full control effect; nearly all actives have a fitted effect of over 55% in size
TRPV1 agonist – activates the human vanilloid receptor TRPV1. Q8NER1. TRPV1-expressing cells, Fluo-8 calcium influx, agonist mode. activation, % at 8.33 µM. 320,000 tested, 0.19% active; in the data active = activation above about 80%; inconclusive = between about 30% and that limit; note: 0% is about no effect
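Fluo-8 calcium influx in TRPV1-expressing cells, kinetic read (ex 480/em 520 nm). Compound added and read 3 min for agonist activity, followed by capsaicin at EC20 final and 2 min further read for enhancement.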
S-ASM inh – inhibitors of human secretory acid sphingomyelinase; placental ASM, HMU-PC fluorogenic substrate, 60 min; 340,000 tested, 0.006% active; Potency, µM (top dose mostly 57.5 µM), for inactives: top-dose activity change, negative = inhibition, hits mostly inhibitors; AID 504937; P17405; note: potency is the fitted concentration of half-maximal effect
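Fluorogenic HMU-PC substrate (9 uM final) is turned over by placental ASM in 60 min at 37 C after a 10 min compound preincubation. Reaction ended by alkaline stop (pH 10), with fluorescence read at 386/447 nm.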
Integrin act MD – activators of alpha7 integrin expression for muscular dystrophy. alpha7betagal myoblasts, beta-gal FDG fluorescence, 48 h. Potency, µM (titrated, usually from 38.3 µM), for inactives: top-dose activation, most hits filed as activators. 350,000 tested, 0.064% active. AID 624291;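 note: potency is the fitted concentration of half-maximal effect; 100% = response of the positive control SU9516; nearly all actives have a fitted effect of over 60% in size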
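Alpha7betagal+/- myoblasts (passage 13) were plated 16-24 hr, then exposed to compounds (1:260 dilution of DMSO stock) for 48 hours at 37C. After MPER lysis, β-galactosidase reporter activity was read as FDG fluorescence (ex 480/em 540) after 30 minutes.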
USP2a block – USP2a (human) protease inhibition; AID 463254; O75604; 330,000 tested, 0.01% active; USP2 core, Ub-CHOP2 coupled fluorogenic reporter, 485/531; Potency, µM (top dose mostly 38.3 µM), for inactives: at the highest dose activity change, negative = inhibition, most hits filed as inhibitors;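 note: potency is the fitted concentration of half-maximal effect; plate controls were DMSO wells for no effect and full inhibition by NEM control for full effect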
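Deubiquitinase activity read as fluorescence (485/531 nm) after Ub-CHOP2 cleavage activates the enterokinase reporter on its substrate; USP2 core 10nM, Ub-CHOP2 and substrate 25nM each, 30min compound preincubation then 60min RT; data normalized to NEM, curves fitted.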
p53 reactivation – mutant p53 re-activation in reporter cells; H1299 p53-A138V BP100-luciferase reporter, luminescence, 24 h; Potency, µM (top dose mostly 92.2 µM), for the others: at the highest dose activity change, positive = activation, actives largely listed as activators; 320,000 tested, 0.063% active; note: potency is the fitted concentration of half-maximal effect; % of control where 0% means no effect; nearly all actives have a fitted effect of over 45% in size
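H1299 (p53-null), stable ts p53-A138V + BP100-Luc; 1000 cells/well, Opti-MEM/10% FBS; cpd 4 pt, 1:5; 24 h, 37 deg C, 5% CO2; detection reagent 10 min RT; luminescence.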
PTAP TSG101 blk – blocks PTAP/TSG101 interaction to inhibit HIV-1 budding; AID 493005; Potency, µM (titrated, usually from 115 µM), without a hit: at the top dose activity change, negative = inhibition, usual class: inhibitors; 340,000 tested, under 10 active; Fluorescence polarization, FITC-PTAP peptide / Tsg101 binding; active = well fitted inhibition curve with a large enough effect in the main read-out, with a control signal flat, not every such curve was filed as active; inconclusive = small, poorly fitted or top-dose-only effect, or effect the other way, or a change in a side signal; inactive = no such curve, though single readings can be large or run the other way; note: potency is the fitted concentration of half-maximal effect; % of control where 0% means no effect
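FP read-out: FITC-PTAP peptide, 50 nM final, binding Tsg101 binding domain, 10 uM final; 20 min, r.t.; 10 mM HEPES pH 7.5, 0.15 M NaCl, 0.01% Tween 20, 3 mM EDTA, 0.1 mM TCEP.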
ELG1 genotox – induces genotoxicity in HEK293T cells with luciferase-tagged ELG1; HEK293T ELG1-luciferase reporter, luminescence, 16 h; Potency, µM (doses to about 46 µM), without a hit: at the highest dose activity change, positive = activation, most hits filed as activators; AID 504466; 330,000 tested, 1.3% active; note: potency is the fitted concentration of half-maximal effect; % of control where 0% means no effect; nearly all actives have a fitted effect of over 60% in size
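HEK293T cells expressing luciferase-tagged ELG1 were treated with compound or DMSO for 16 hr at 37°C. Luciferase activity was then read after 30 min with ONE-Glo at room temperature; rising signal flags genetic stress.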
* marks the source's active call; other numbers are inactive results; ? = inconclusive; . = not tested or not shown; [ ] = dose if it differs, or a comment. Unless noted, calls come from the whole dose curve; as a rule, active = well fitted curve in the direction sought with a large enough effect; inconclusive = small, poorly fitted or top-dose-only effect, or another doubt; inactive = no such curve, though single readings can be large; an effect the other way counts as inactive or inconclusive.

SMILES	B2AR arrestin	Eya2 inh	BRCA1 expr up	uPA generation	TRPV1 agonist	S-ASM inh	Integrin act MD	USP2a block	p53 reactivation	PTAP TSG101 blk	ELG1 genotox
CSc1nnc([C@H](Cc2c[nH]c3ccccc23)NC(=O)OC(C)(C)C)o1	-0.7%	6%	46%	1%	?	-4%	-18%	0%	10%	0%	5%
NC(=O)CNC(=O)C1CCCc2c1[nH]c1ccc(Cl)cc21 (centres undefined)	-0.7%	14%	-31%	3%	4	-2%	3%	2%	-17%	.	0%
CCCc1cc(=O)oc2c(C)c(OCC(=O)N3CCC(C(N)=O)CC3)ccc12	-1.0%	11%	-7%	2%	2	0%	-2%	1%	.	-1%	3%
COc1ccc(-c2c(C)cc3oc(=O)cc(-c4ccccc4)c3c2C)cc1F	-0.9%	2%	4%	-23%	.	-11%	29%	5%	4%	-4%	0%
Cc1ccc(-c2nn(-c3ccccc3)cc2/C=C2\SC(=S)N(CCCCCC(=O)O)C2=O)o1	-0.1%	-2%	0%	7%	-2	-11%	-168%[inhibitor]	2%	?	?	-9%
CCc1ccc(NC(=O)c2nc(S(=O)(=O)Cc3ccccc3)ncc2Cl)cc1	-0.2%	-19%	.	.	1	.	.	-1%	-42%[inhibitor]	.	-15%
Cc1ccc(Cl)c(OC(=O)C2CSC3(C)CCC(=O)N23)c1 (centres undefined)	-0.2%	-16%	1%	-10%	4	.	-1%	1%	-4%	-3%	0%
CC(Oc1ccccc1)C(=O)N=C1SC2CS(=O)(=O)CC2N1Cc1ccccc1 (centres undefined)	-1.0%	4%	-1%	5%	1	23%	-11%	1%	-14%	-5%	2%
COC(=O)[C@H](CC(C)C)NC(=O)Nc1ccc2c(c1)OCCO2	0.5%	-1%	42%	.	1	5%	-20%	1%	18%	-9%	?
O=C(O)c1ccnc(C(=O)O)c1	0.5%	32%	3%	-2%	1	5%	-9%	3%	2%	.	-4%
CCO[C@H]1OC(C(=O)NC2CC2)=C[C@@H](c2coc3ccccc3c2=O)[C@@H]1CCCO	-0.3%	12%	-3%	-10%	2	10%	-3%	3%	-5%	.	2%
Cc1nnc(NC(=O)C2CCCN2S(=O)(=O)c2ccc(Cl)cc2)s1 (centres undefined)	-0.1%	-2%	4%	1%	4	5%	?	2%	-2%	-4%	0%

Whole records, quoted from the list.
Results for CC(Oc1ccccc1)C(=O)N=C1SC2CS(=O)(=O)CC2N1Cc1ccccc1 (centres undefined) = B2AR arrestin = -1.0%; Eya2 inh = 4%; BRCA1 expr up = -1%; uPA generation = 5%; TRPV1 agonist = 1; S-ASM inh = 23%; Integrin act MD = -11%; USP2a block = 1%; p53 reactivation = -14%; PTAP TSG101 blk = -5%; ELG1 genotox = 2%
Results for CCCc1cc(=O)oc2c(C)c(OCC(=O)N3CCC(C(N)=O)CC3)ccc12 = B2AR arrestin = -1.0%; Eya2 inh = 11%; BRCA1 expr up = -7%; uPA generation = 2%; TRPV1 agonist = 2; S-ASM inh = 0%; Integrin act MD = -2%; USP2a block = 1%; p53 reactivation = .; PTAP TSG101 blk = -1%; ELG1 genotox = 3%
Results for CCc1ccc(NC(=O)c2nc(S(=O)(=O)Cc3ccccc3)ncc2Cl)cc1 = B2AR arrestin = -0.2%; Eya2 inh = -19%; BRCA1 expr up = .; uPA generation = .; TRPV1 agonist = 1; S-ASM inh = .; Integrin act MD = .; USP2a block = -1%; p53 reactivation = -42%[inhibitor]; PTAP TSG101 blk = .; ELG1 genotox = -15%

Returning to the listing with the five entries that preceded the break.
SMILES	B2AR arrestin	Eya2 inh	BRCA1 expr up	uPA generation	TRPV1 agonist	S-ASM inh	Integrin act MD	USP2a block	p53 reactivation	PTAP TSG101 blk	ELG1 genotox
CC(Oc1ccccc1)C(=O)N=C1SC2CS(=O)(=O)CC2N1Cc1ccccc1 (centres undefined)	-1.0%	4%	-1%	5%	1	23%	-11%	1%	-14%	-5%	2%
COC(=O)[C@H](CC(C)C)NC(=O)Nc1ccc2c(c1)OCCO2	0.5%	-1%	42%	.	1	5%	-20%	1%	18%	-9%	?
O=C(O)c1ccnc(C(=O)O)c1	0.5%	32%	3%	-2%	1	5%	-9%	3%	2%	.	-4%
CCO[C@H]1OC(C(=O)NC2CC2)=C[C@@H](c2coc3ccccc3c2=O)[C@@H]1CCCO	-0.3%	12%	-3%	-10%	2	10%	-3%	3%	-5%	.	2%
Cc1nnc(NC(=O)C2CCCN2S(=O)(=O)c2ccc(Cl)cc2)s1 (centres undefined)	-0.1%	-2%	4%	1%	4	5%	?	2%	-2%	-4%	0%
CCN(CC)S(=O)(=O)c1ccc(=O)[nH]c1	0.1%	5%	-2%	-8%	-2	2%	9%	3%	2%	-2%	-1%
Cc1nn(C)c(C)c1NC(=O)c1ccnn1C	-1.6%	-5%	-16%	3%	0	3%	32%	1%	-2%	-3%	4%
CCOc1cc(CNCc2cccs2)ccc1OCC(=O)NC(C)(C)C	-0.6%	-5%	-50%	-1%	6	0%	-18%	1%	-8%	-1%	-5%
Cc1[nH]c(C)c2c(=O)[nH]ncc12	-0.3%	11%	-20%	-5%	1	9%	8%	4%	-2%	-3%	13%
O=C(Nc1ccc2oc(=O)ccc2c1)c1ccc(-c2cccc(Cl)c2)o1	-0.3%	6%	4%	-3%	?	-2%	-28%	10%	-5%	-8%	0%
Cc1ccc(C2NC(=NCc3ccccc3)Nc3nc(C)cc(=O)n32)cc1 (centres undefined)	4.6%	-22%	0%	0%	-7	3%	-13%	0%	1%	0%	3%
Clc1ccccc1N1CCN(Cc2ccc(Br)o2)CC1	.	.	-4%	8%	.	-1%	12%	.	.	0%	.
O=C(O)CC1=C(O)C(=O)N(c2ccccc2)C1c1ccccc1 (centres undefined)	0.2%	-22%	-6%	-4%	1	0%	-10%	0%	0%	-6%	0%
Nc1cccc(-c2c[nH]c3ncc(-c4cccnc4)cc23)c1	.	.	-45%	6%	.	24%	?	.	.	2%	.
Cn1cccc1C(=O)OCc1cc(Cl)cc2c1OCOC2	0.2%	-32%	?	-1%	1	-2%	14%	-10%	?	-5%	?
FC(F)(F)c1cnc(Nc2ccc(N3CCOCC3)cc2)c(Cl)c1	0.3%	5%	3%	0%	-2	-3%	3%	-2%	-5%	-6%	2%
COc1cccc(CN2CC(C(=O)NCCCc3ccncc3)CCC2=O)c1 (centres undefined)	0.0%	-10%	-18%	9%	0	1%	-8%	-4%	-6%	.	2%
CCOc1c(Cl)cc(CNCc2ccncc2)cc1OC	-0.2%	2%	-35%	-3%	10	5%	-38%	1%	5%	-4%	-9%
C=CCC[C@@H](Cc1ccc(F)cc1)C(=O)OC[C@H](C)NC(=O)[C@H](CC=C)CC(=O)N(CCO)Cc1ccccc1	-0.4%	-39%	-44%	?	.	1%	0%	3%	-2%	-4%	-8%
CNC(=O)c1sccc1Oc1ccc(F)cc1[N+](=O)[O-]	0.2%	-18%	-4%	-6%	0	-4%	6%	3%	29%	-1%	-4%
Cc1ccc(S(=O)(=O)NCCC(=O)Nc2ncccc2O)cc1C	-0.2%	23%	-22%	4%	0	1%	-5%	4%	6%	-3%	1%
CCOc1ccccc1NS(=O)(=O)c1cn(C)c(=O)n(C)c1=O	-0.4%	8%	-27%	2%	1	0%	0%	-2%	-13%	-6%	1%
Cc1ccc(SCC(=O)NNC(=O)CNC(=O)c2ccc(Br)cc2)cc1	-0.4%	5%	-6%	2%	.	3%	5%	-1%	3%	-5%	10%
CC(C)CCN(C(=O)Cc1ccccc1F)c1c(N)n(Cc2ccccc2)c(=O)[nH]c1=O	-0.2%	3%	-21%	0%	7	1%	-25%	3%	-3%	3%	3%
O=C(Nc1ccc2c(c1)OCO2)c1ccccn1	0.3%	-4%	?	-28%	10	-2%	-4%	-1%	?	0%	?
COc1ccccc1C1=CC(=O)C[C@H](c2ccc(F)cc2)C1	0.2%	-2%	-7%	-17%	26	0%	-12%	-2%	-1%	0%	0%
